Bioassay records (PubChem)
KB-V1 cytotox: qHTS assay for MDR1-selective chemotherapeutics: Primary screen using the drug-selected MDR subline cells KB-V1; KB-V1 MDR cells viability, CellTiter-Glo, 72 h; Potency, µM (titrated, usually from 46.1 µM), inactives show at the top dose activity change, negative = cytotoxicity, usual class: cytotoxic; actives 3.4% (n = 400,000); AID 1347076, 2019; note: potency is the fitted concentration of half-maximal effect; % is set by controls: 0 for no effect and ±100 for the full control effect; nearly all actives have a fitted effect of over 60% in size
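Cells of the MDR subline KB-V1 are plated, dosed with compound at multiple concentrations, and incubated 72 h at 37 degrees C; CellTiter-Glo is then added and luminescence read after 10 min.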
HT1080-NT tox: qHTS for induction of synthetic lethality in tumor cells producing 2HG: qHTS for the HT-1080-NT fibrosarcoma cell line | actives 1.6% (n = 360,000) | HT-1080-NT fibrosarcoma viability, CellTiter-Glo ATP luminescence, 48 h | AID 686970, 2013 | Potency, µM (highest dose often 46.1 µM), for inactives: top-dose activity, negative = less viability, most hits filed as cytotoxic;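 note: NT is the 2HG producing partner of a matched IDH1 knockdown line; potency is the fitted concentration of half-maximal effect; 0% = DMSO-treated cells and -100% = media-only wells without cells; nearly all actives have a fitted effect of over 55% in size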
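A 48-hour cytotoxicity screen used HT-1080-NT cells plated 2 hours before compound delivery. ATP-based CellTiter-Glo luminescence measured viability, normalized to DMSO and no-cell controls.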
GLP-1R agonist: qHTS of GLP-1 Receptor Agonists; actives 0.007% (n = 380,000); Potency, µM (highest dose often 45.6 µM), without a hit: at the top dose activation, most hits filed as activators; HEK293 GLP-1R CRE-luciferase, luminescence, 4-6 h; cells express a hypersensitive GLP-1R form; note: potency is the fitted concentration of half-maximal effect; % of control where 0% means no effect
Target sequence (P43220 whole entry, looked up): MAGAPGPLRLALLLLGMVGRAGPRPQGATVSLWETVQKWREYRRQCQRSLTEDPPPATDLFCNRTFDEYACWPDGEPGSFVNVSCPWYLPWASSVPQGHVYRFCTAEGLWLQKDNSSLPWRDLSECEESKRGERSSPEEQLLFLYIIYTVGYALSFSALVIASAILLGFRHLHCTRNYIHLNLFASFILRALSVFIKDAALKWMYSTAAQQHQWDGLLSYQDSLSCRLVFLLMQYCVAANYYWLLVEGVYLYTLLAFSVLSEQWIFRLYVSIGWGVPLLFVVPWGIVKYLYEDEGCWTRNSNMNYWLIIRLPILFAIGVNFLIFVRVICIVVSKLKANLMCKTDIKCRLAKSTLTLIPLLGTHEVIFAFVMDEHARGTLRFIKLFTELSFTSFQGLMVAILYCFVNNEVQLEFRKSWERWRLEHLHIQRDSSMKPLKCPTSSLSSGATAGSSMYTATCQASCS
DRD3 agonist: qHTS of D3 Dopamine Receptor Agonist: qHTS; D(3) dopamine receptor (Homo sapiens), P35462; D3R DiscoveRx beta-arrestin cells, luminescence, 90 min; max activation, %; actives 0.58% (n = 410,000); in the data active = max activation above about 30%; note: 0% is about no effect; mostly tested at two doses, the higher about 12 µM
Target sequence (P35462 whole entry, looked up): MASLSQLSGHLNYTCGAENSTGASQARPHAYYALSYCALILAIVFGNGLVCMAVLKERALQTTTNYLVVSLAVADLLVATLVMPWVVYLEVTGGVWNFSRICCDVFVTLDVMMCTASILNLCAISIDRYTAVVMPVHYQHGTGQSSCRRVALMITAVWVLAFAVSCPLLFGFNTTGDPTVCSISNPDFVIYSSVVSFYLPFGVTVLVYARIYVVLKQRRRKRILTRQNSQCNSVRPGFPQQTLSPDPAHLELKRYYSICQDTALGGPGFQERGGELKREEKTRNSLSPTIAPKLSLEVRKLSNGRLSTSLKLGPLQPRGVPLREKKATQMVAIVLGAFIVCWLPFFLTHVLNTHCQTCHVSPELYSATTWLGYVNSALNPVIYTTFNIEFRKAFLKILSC
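Cells at 1500/well, incubated overnight, then treated with pinned compounds (dopamine as control) for 90 min at 37 degrees C. DiscoveRx reagent added for 30 - 60 minutes at room temperature; luminescence read.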
SW480 rerep: A quantitative high throughput screen for small molecules that induce DNA re-replication in SW480 colon adenocarcinoma cells; actives 1.8% (n = 340,000); Potency, µM (top dose mostly 46.1 µM), for the others: top-dose re-replication activation, actives largely listed as activators; SW480 DNA re-replication, Hoechst DNA content imaging, 48 h; AID 624297, 2012; note: potency is the fitted concentration of half-maximal effect; % of control where 0% means no effect; nearly all actives have a fitted effect of over 55% in size
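250 cells/well; 23 nL cpd via pin tool; 48 hr, 37 C, 5% CO2; Hoechst 40 min; imager read of total nuclear intensity, ex 405/em 500-530 nm.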
HT1080 IDH1KD tx: qHTS for induction of synthetic lethality in tumor cells producing 2HG: qHTS for the HT-1080-IDH1KD cell line; HT-1080 IDH1 knockdown viability, ATP luminescence, 48 h; Potency, µM (top dose mostly 46.1 µM), without a hit: top-dose activity, negative = toxicity, usual class: cytotoxic; actives 2% (n = 360,000);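 note: potency is the fitted concentration of half-maximal effect; 0% = DMSO wells and -100% = cell-free medium wells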
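Viability of IDH1-knockdown HT-1080 fibrosarcoma cells was assessed by CellTiter-Glo after 48 h at 37 °C with titrated compound; concentration-effect curves were classified by fit quality and response size.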
KB-3-1 tox: qHTS assay for MDR1-selective chemotherapeutics: Primary screen using the parental adenocarcinoma cell KB-3-1 | KB-3-1 viability, CellTiter-Glo ATP luminescence, 72 h | Potency, µM (doses to about 46.1 µM), without a hit: at the highest dose activity change, negative = cytotoxic, most hits filed as cytotoxic | actives 1.4% (n = 400,000); note: potency is the fitted concentration of half-maximal effect; % is set by controls: 0 for no effect and ±100 for the full control effect; nearly all actives have a fitted effect of over 60% in size
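Multi-concentration cytotoxicity screen in KB-3-1 cells grown in DMEM lacking phenol red with 10% FBS. After 72 h at 37 °C with compound, ATP-dependent luminescence was recorded.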
DRD3 antagonist: qHTS of D3 Dopamine Receptor Antagonist: qHTS | max response, negative = inhibition, % | D3R cells, DiscoveRx beta-arrestin luminescence, antagonist mode; hits give low values | D(3) dopamine receptor (Homo sapiens), P35462 | actives 2.5% (n = 360,000); in the data active = max response below about -50%; inconclusive = no clear call, values can overlap the other calls; note: % is set by controls: 0 for no effect and ±100 for the full control effect; mostly tested at two doses, the higher about 12 µM
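Cells expressing the human receptor were seeded at 1500 cells/well, incubated overnight at 37 degrees C in 5% CO2, then exposed to library compounds with dopamine controls for 90 minutes at 37 degrees C before luminescent detection.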
IL1B secr inh: qHTS for Inhibitors of Inflammasome Signaling: IL-1-beta AlphaLISA Primary Screen; THP-1 LPS/ATP IL-1B secretion, AlphaLISA, 16 h; hits give low values; activity change, % at 57.5 µM; actives 4.7% (n = 360,000); AID 743279, 2014; in the data active = activity change below about -50%; inconclusive = mostly about -30% to -49%; note: % is set by controls: 0 for no effect and ±100 for the full control effect
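Secreted IL-1B measured by AlphaLISA bead assay after 16 h compound exposure of THP-1 cells; compounds (final up to 57.5 uM) added 1 h before LPS (250 ng/mL) and ATP (1.25 mM) stimulation; lower signal means less secretion.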
* hit, by the source's call; i = inactive; ? = inconclusive; . = not tested or not shown; & = joins results of further samples; [ ] = remark or other dose. Unless noted, calls come from the whole dose curve; as a rule, active = well fitted curve in the direction sought with a large enough effect; inconclusive = small, poorly fitted or top-dose-only effect, or another doubt; inactive = no such curve, though single readings can be large; an effect the other way counts as inactive or inconclusive. Rows were taken by chance; about 12% have a hit in one of these screens.

SMILES	KB-V1 cytotox	HT1080-NT tox	GLP-1R agonist	DRD3 agonist	SW480 rerep	HT1080 IDH1KD tx	KB-3-1 tox	DRD3 antagonist	IL1B secr inh
O=C(N1CCOCC1)N(CCN1CCOCC1)Cc1cccc2ccccc12	2%	16%	-11%	-4	-6%	18%	1%	4	-2
Cn1nnc(NC(=O)c2cccc([N+](=O)[O-])c2)n1	7%	6%	-5%	2	13%	3%	-6%	22	0
O=S(=O)(c1ccccc1)c1nc(-c2ccc(F)cc2)oc1NCC1CCCO1 (stereo not drawn)	3.7µM*	2%	15%	0	-1%	2%	1%	-4	-24
CCOc1ccc(NC(=O)c2sc3nc(C)nc(N4CCOCC4)c3c2C)cc1	?	-10%	24%	5	10%	-9%	3%	33	-53*
COc1ccc2cc(C(=O)Nc3c(C)n(C)n(-c4ccccc4)c3=O)sc(=O)c2c1OC	22%	8%	0%	-3	-6%	5%	13%	8	4
Cc1cccc(OCC(=O)Nc2cccc(C(=O)Nc3ccccc3C(=O)O)c2)c1	25%	-16%	9%	-3	1%	-15%	0%	7	18
CN(C(=O)c1cccnc1)c1nnc(-c2cccnc2)s1	17%	25%	-11%	-4	-3%	15%	9%	-6	-1
O=C(NNC(=O)c1cc(Br)ccc1Cl)c1csc(N2CCOCC2)n1	?	-1%	-6%	-1	-12%	-16%	-1%	3	i
CC(c1ccccc1)c1nnc(N)s1 (stereo not drawn)	-1%	2%	0%	-2	-1%	-2%	2%	-10	-3
COc1cccc(N2C(=O)Nc3ccc(Br)cc3C2(O)C(=O)NCCN(C)C)c1 (stereo not drawn)	?	-2%	-5%	-1	-9%	9%	22%	0	0
CCCCN=C1NN=C(c2cccc([N+](=O)[O-])c2)CS1	5%	-7%	?	-2	-7%	-6%	?	-2	-2
CCCCOc1ccc(C(=O)NCCC(=O)NCCCC(=O)OCC)cc1	0%	-2%	-1%	-12	-11%	16%	-1%	-19	22
COc1ccc(-c2noc(N3CCCC(C(=O)Nc4ccc(F)cc4F)C3)n2)cc1 (stereo not drawn)	?	-4%	-4%	-11	-9%	-5%	15%	6	-13
COc1ccc(NC(=O)c2cc(C3CCCCN3C(=O)c3cc(C(C)(C)C)nn3C)on2)c(C)c1 (stereo not drawn)	-28%	10%	9%	7	.	7%	0%	1	52
CC1CCCCC1NC(=O)CN1CCN(Cc2ccccc2Cl)C1=O (stereo not drawn)	-3%	13%	-3%	-7	-2%&24%	7%	-1%	-24	-3

The final 2 entries of the part above are carried over, then new ones follow.
SMILES	KB-V1 cytotox	HT1080-NT tox	GLP-1R agonist	DRD3 agonist	SW480 rerep	HT1080 IDH1KD tx	KB-3-1 tox	DRD3 antagonist	IL1B secr inh
COc1ccc(NC(=O)c2cc(C3CCCCN3C(=O)c3cc(C(C)(C)C)nn3C)on2)c(C)c1 (stereo not drawn)	-28%	10%	9%	7	.	7%	0%	1	52
CC1CCCCC1NC(=O)CN1CCN(Cc2ccccc2Cl)C1=O (stereo not drawn)	-3%	13%	-3%	-7	-2%&24%	7%	-1%	-24	-3
COc1ccc(S(=O)(=O)Cc2ccc(C(=O)NC3CCCCC3)o2)cc1	2%&-19%	-2%	-2%	4&2	-8%	1%	0%&-5%	1	-5
Cc1nc(NCc2ccco2)c2c(C)c(C)sc2n1	?	5.6µM*	-15%	10	?	2.8µM*	12µM*	-5	-77*
Cc1ccccc1CNS(=O)(=O)c1ccccc1[N+](=O)[O-]	-3%	0%	7%	16	-5%	8%	-13%	7	-10
COc1ccccc1-c1nnc2n1N=C(c1ccc(O)c(O)c1)CS2	?	0.21µM*	?	2	?	?	?	-30	115
CC(=O)c1c(-c2ccccc2)c2cc([N+](=O)[O-])ccc2[nH]c1=O	-10%	-2%	15%	3	1%	-4%	2%	41	-11
CCn1c(SCC(=O)Nc2ccc(OCc3ccccc3)cc2)nnc1-c1ccco1	0%	-7%	-2%	9	-2%	-8%	-2%	37	?
COC(=O)c1cc(NS(=O)(=O)c2ccc(NCc3cccnc3)c(N)c2)cc(C(=O)OC)c1	19%	-6%	0%	5	.	-24%	0%	0	13
CC(=O)Nc1ccc(S(=O)(=O)N2CCC(C(=O)NCc3cccnc3)CC2)cc1	24%	22%	-2%	0	-24%	?	14%	4	7
Cc1ccc(OCc2ccc(C(=O)NCC3CCCO3)cc2)cc1 (stereo not drawn)	-4%	-1%	2%	9	-5%	1%	-12%	13	-12
COc1ccc(C(=O)Cn2nnc(-c3ccccc3NC(=O)C3CCCCC3)n2)cc1	?	0%	1%	-1	5%[9.22 µM]	-2%	-6%	1	19
C=CCn1c(C)nnc1SCC(=O)Nc1ccccc1C(=O)NC1CC1	?	2%	2%	6	-16%	5%	-4%	1	17
CC1CCCCN1C(=O)CN(C)S(=O)(=O)c1cccc2nsnc12 (stereo not drawn)	0%	4%	-3%	4	3%	-2%	7%	8	8
c1ccc(CN2CCN(CCOCCOc3cccc4ccccc34)CC2)cc1	?	16µM*	0%	-15	4%	?	-21%	?	-81*
CCN(CC(=O)Nc1ccc2c(c1)OCCO2)C(=O)CN1C(=O)NC(C)(c2ccc(C)cc2)C1=O (stereo not drawn)	-5%	-1%	-3%	-1	2%	-10%	-2%	-10	9
O=S(=O)(Cc1ccccc1)N1CCNCC1	-12%	0%	1%	-5	10%	14%	-3%	-5	15
Cc1coc2c(C)c3oc(=O)c(CCC(=O)NCCC(=O)O)c(C)c3cc12	2%	3%	6%	1	2%	0%	20%	3	-11
COc1cc(F)ccc1S(=O)(=O)N1CCN(c2ccccc2)CC1	-38%	-3%	4%	-6	-3%	-5%	-52%	10	-9
Cn1c(/N=C/c2ccccc2[N+](=O)[O-])nc2ccccc21	-1%	-4%	-9%	0	-8%	1%	-2%	6	42
CC(=O)c1ccc(OCc2cc(C(=O)N(C)Cc3ncc(C)[nH]3)no2)cc1	8%	1%	-7%	7	-8%	1%	22%	-6	-2
COc1ccc(CCNc2ccc(C(=O)O)cc2[N+](=O)[O-])cc1OC	?	2%	-2%	-3	23%	0%	6%	-21	27
COc1ccc(Br)c(OC)c1C(=O)NC(=O)Nc1nc(C)cc(C)n1	?	?	4%	2	-11%	11%	17%	8	5
Cc1n[nH]c(=O)c2c(NC(=O)CSc3nnc(-c4ccco4)n3C)oc(C)c12	-9%	-11%	10%	2	1%	-16%	1%	3	7
COCCNC(=O)Cc1c(C)c2c(cc(C)c3c(C(C)(C)C)coc32)oc1=O	?	6.5µM*	26%	6	16µM*	8.2µM*	?	4	-24
O=C(NCc1ccc2c(c1)OCO2)c1cc(F)c(F)cc1Cl	0%	8%	5%	-2	0%	11%	13%	-12	0
C#CCNc1ccc([N+](=O)[O-])cc1	3%	3%	3%	5	0%	2%	14%	-6	-9
COc1ccc(COc2ccc3c(C)cc(=O)oc3c2)cc1	-20%	7%	30%	0	-14%	0%	5%	22	-7
O=C(CCCOc1ccc(Br)cc1)NNC(=O)c1ccncc1	-3%	-2%	-15%	-2	-2%	23%	-16%	23	-6
Cc1ccc(OCC(=O)O/N=C(\N)c2ccccn2)cc1	-8%	10%	0%	6	-4%	13%	9%	3	-2
O=C(COc1ccc2c(c1)oc(=O)c1ccccc12)N[C@@H](Cc1c[nH]c2ccccc12)C(=O)O	7%	3%	-2%	2	-63%[inhibitor]	4%	0%	-18	0
O=C(C[n+]1ccc(/C=N/O)cc1)NC(=O)Nc1ccccc1	0%	2%	3%	-12	?	-5%	14%	1	3
Cc1[nH]c2ccccc2c1C(=O)CNc1nccs1	-3%	16%	-6%	1	-7%	17%	0%	?	-15
COc1ccc(CCNC(=O)c2ccc(N(C)S(=O)(=O)c3ccc(C)cc3)cc2)cc1	?	-9%	9%	-13	1%	-4%	?	-18	-2
Cc1cc(C)c(NS(=O)(=O)c2ccc(Cl)c(C(=O)O)c2)c(C)c1	-20%	-3%[9.24 µM]	-1%	0	-3%	-3%	-11%	-15	-4
C/C(=N\OC(=O)NC(C)C)c1sc(-c2ccccc2)nc1C	-4%	-4%	17%	3	6%	-10%	15%	6	?
CCN(CC)CCN(C(=O)c1ccc(C(C)=O)cc1)c1nc2ccc(Cl)cc2s1	3%	-2%	0%	-17	-1%	-25%	0%	-17	-30
CCN(CC(=O)Nc1ccccc1C(F)(F)F)C(=O)Cc1ccc2c(c1)CCC2	7%	1%	-3%	0	-4%	-6%	-1%	16	8
Cc1cc(Br)c(OCC(=O)NN)c2c1CCC2	?	?	1%	5	31%	?	-8%	27	19
CC(C)(Oc1cccc2ccccc12)C(=O)O	0%	13%	9%	6	-2%	6%	4%	12	-7
CC1(C)Cc2c(c(=S)nc(-c3ccccc3)n2CCO)CO1	0%	10%	4%	3	1%	13%	6%	-24	1
O=C(NCc1nnc(SCC(=O)N2CCCc3ccccc32)o1)c1c(F)cccc1Cl	-3%	5%	-2%	-7	0%	1%	4%	-13	-8
CCOC(=O)C(CCc1nnc(N)s1)C(=O)OCC	15%	5%	-7%	7	-3%	2%	4%	7	0

Limited to HT1080 IDH1KD tx, HT1080-NT tox and DRD3 antagonist, for two of the compounds above:
| compound | HT1080 IDH1KD tx | HT1080-NT tox | DRD3 antagonist |
| --- | --- | --- | --- |
| Cc1cc(Br)c(OCC(=O)NN)c2c1CCC2 | ? | ? | 27 |
| Cc1n[nH]c(=O)c2c(NC(=O)CSc3nnc(-c4ccco4)n3C)oc(C)c12 | -16% | -11% | 3 |
